PG9 Ab binder = small molecules binding HIV-1 gp120 antibody PG9 | TR-FRET gp120-PG9 antibody binding | inhibition, % at 6.7 µM | 360,000 compounds, 0.43% hits | AID 624416; in the data active = inhibition above about 8.5%
rCAG RNA binder = r(CAG) repeat RNA binding; TO-PRO-1 dye displacement fluorescence; inhibition, % at 3 µM; 370,000 compounds, 1.3% hits;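 active = inhibition above the plate cutoff, the mean of all test compounds on that plate plus 3 SD, cut at about 35% in these data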;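 also: 0% = DMSO alone and 100% = 100 µM mitoxantrone as full dye displacement; higher means more dye released from RNA so lower well fluorescence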
NPR2 activator = GC-B (human) receptor activation. HEK293-GC-B cells, CNP EC30, cGMP TR-FRET; 0% at EC30 CNP, 100% saturating CNP. activation, % at 10 µM. 370,000 compounds, 0.11% hits;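 active = activation at 10 µM reaching about 35% in either raw or pattern-adjusted values, limit read from the data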
Target sequence (P20594 whole entry, looked up): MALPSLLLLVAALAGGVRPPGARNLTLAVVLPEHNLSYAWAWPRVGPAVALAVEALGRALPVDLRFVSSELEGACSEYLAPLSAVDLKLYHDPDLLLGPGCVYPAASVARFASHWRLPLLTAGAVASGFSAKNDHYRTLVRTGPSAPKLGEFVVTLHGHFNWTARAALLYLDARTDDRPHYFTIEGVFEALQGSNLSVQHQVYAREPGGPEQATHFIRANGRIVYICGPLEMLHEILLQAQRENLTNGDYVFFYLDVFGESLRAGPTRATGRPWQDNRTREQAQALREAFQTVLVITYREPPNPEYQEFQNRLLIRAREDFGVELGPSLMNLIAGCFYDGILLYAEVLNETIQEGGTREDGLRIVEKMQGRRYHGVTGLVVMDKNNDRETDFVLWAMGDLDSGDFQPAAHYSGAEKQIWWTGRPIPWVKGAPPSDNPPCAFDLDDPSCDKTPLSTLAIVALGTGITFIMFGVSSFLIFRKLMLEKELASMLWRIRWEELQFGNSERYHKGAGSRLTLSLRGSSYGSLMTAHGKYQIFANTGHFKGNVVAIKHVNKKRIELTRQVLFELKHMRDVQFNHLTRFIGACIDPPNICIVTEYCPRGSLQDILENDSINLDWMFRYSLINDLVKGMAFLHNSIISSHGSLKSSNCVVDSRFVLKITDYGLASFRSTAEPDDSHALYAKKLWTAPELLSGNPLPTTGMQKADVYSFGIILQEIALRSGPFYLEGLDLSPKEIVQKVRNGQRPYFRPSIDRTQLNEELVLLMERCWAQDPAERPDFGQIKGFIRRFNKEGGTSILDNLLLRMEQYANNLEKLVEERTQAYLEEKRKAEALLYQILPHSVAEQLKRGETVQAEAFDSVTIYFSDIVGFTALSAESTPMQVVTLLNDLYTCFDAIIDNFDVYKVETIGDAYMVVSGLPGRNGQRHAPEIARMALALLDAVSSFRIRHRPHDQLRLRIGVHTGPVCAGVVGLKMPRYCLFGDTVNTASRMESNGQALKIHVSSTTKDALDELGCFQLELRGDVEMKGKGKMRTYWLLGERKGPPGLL
mABHD4 FP = inhibits mouse alpha/beta hydrolase domain 4 | inhibition, % at 8.92 µM | purified mABHD4, FP-Rh probe fluorescence polarization | 370,000 compounds, 0.54% hits;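 active = inhibition exceeding the mean over every tested compound plus 3 SD, cut at about 30% in these data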;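 also: 0% = plate median of compound wells and 100% = S159A mutant with DMSO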
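Assay system: mABHD4 protein; medium: HEPES pH 7.0, NaCl, Pluronic buffer; dosing: 8.92 µM, single dose; schedule: 45 min + 60 min at 25 °C; signal: FP readout, ex 525 nm / em 598 nm; read-out: normalized percent inhibition of probe labeling; repeats: single replicate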
SMARCA2 act = SMARCA2 function activation, primary screen. MG213 cells, MMTV-luciferase reporter, dexamethasone, overnight. AID 652017. activation, % at 9.1 µM. 370,000 compounds, 1% hits; in the data active = activation above about 7.8%;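 also: 0% = vehicle wells and 100% = reference activator wells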
HTRA1 inhibitor = blocks human HTRA1 serine peptidase; 340,000 compounds, 0.5% hits; Q92743; inhibition, % at 5.96 µM; recombinant HTRA1, FP-rhodamine activity-based probe, fluorescence polarization; in the data active = inhibition above about 36%;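 also: 0% = enzyme with DMSO and 100% = wells lacking enzyme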
NR1D1 modulator = modulators of human Rev-erb alpha DNA binding | activity, % at 10 µM | Rev-erbα–FITC-DNA binding, fluorescence polarization, 90 min | P20393 | AID 1259318 | 370,000 compounds, 0.79% hits;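 active = activity above about 14%, limit read from the data; passing the limit was not always enough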;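 also: 0% = DMSO wells with 35 nM protein and 100% = DMSO wells with 750 nM protein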
ARFGAP1 inhibitor = inhibits rat ARF GTPase activating protein 1. inhibition, % at 16.5 µM. Arfgap1-stimulated ARF1 GTP hydrolysis, GDP FP detection. 360,000 compounds, 0.26% hits. Q62848;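 active = inhibition above a per-plate limit, mean inhibition of low control wells plus 3 SD, cut at about 25% in these data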;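 also: 0% = DMSO wells with enzyme and 100% = wells lacking Arfgap1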
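System: truncated rat Arfgap1 GAP domain / Medium: HEPES-based buffer, pH 7.5 / Also added: N-terminally truncated human ARF1-GTP substrate / Incubation: enzyme reaction 120 min at 25 °C after 20 min preincubation / Measured by: FP of antibody-bound GDP Alexa 633 tracer, ex 620/em 688 nm / Replicates: singlicate, each compound tested once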
NPR1 activator = GC-A (human) enzyme activation. HEK293 GC-A cells, cGMP TR-FRET, EC30 ANP; 0% at EC30 ANP, 100% saturating ANP. P16066. 370,000 compounds, 0.14% hits. activation, % at 10 µM; in the data active = activation above about 40%
ASAP1 inh = ASAP1 ArfGAP inhibition; Q9ULH1; ASAP1-stimulated ARF1 GTP hydrolysis, GDP FP detection; inhibition, % at 16.5 µM; 360,000 compounds, 0.19% hits; in the data active = inhibition above about 25%;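 also: 0% = vehicle with enzyme and substrate and 100% = no enzyme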
* marks the source's active call; other numbers are inactive results; · = not tested or not shown.

SMILES	PG9 Ab binder	rCAG RNA binder	NPR2 activator	mABHD4 FP	SMARCA2 act	HTRA1 inhibitor	NR1D1 modulator	ARFGAP1 inhibitor	NPR1 activator	ASAP1 inh
O=C(C1CCCN1S(=O)(=O)c1ccc(Cl)cc1)N1CCCCC1 (configuration not stated)	-2.9	-5.9	3.6	-4.2	-4.6	3.5	7.4	4.6	0.8	7.0
O=S1(=O)N[C@H](Cc2ccccc2)COc2cc(N3CCCCC3)ccc21	-1.2	5.8	-1.1	-4.5	0.2	·	7.7	2.9	4.7	-0.5
COc1ccc(S(=O)(=O)Nc2ccccc2N2CCOCC2)cc1OC	1.0	-0.3	0.7	-7.3	0.2	-4.3	-0.6	5.3	-1.7	2.2
COc1ccc(C(=O)CSc2nnc(CNc3ccc(C)cc3C)o2)cc1	7.6	-1.7	-6.8	2.6	-2.6	-1.0	7.8	-0.4	-1.0	4.5
Cc1c(C(=O)NCC(C)C)sc2nc(-c3ccc(F)cc3)cn12	-1.1	-0.8	14.8	-10.9	1.4	-12.6	1.9	5.3	13.5	9.9
COc1ccc(CC(=O)NCc2n[nH]c(=S)n2-c2ccccc2OC)cc1	0.2	2.5	1.8	-2.6	-1.5	17.1	3.1	0.3	3.1	-7.1
CC1(C)CC(=O)C=C(N2CCOCC2)C1	0.2	-1.4	3.4	1.5	0.5	2.5	-1.1	7.0	2.7	5.9
O=C(CCC1CCCCC1)Nc1ccccc1-c1ccccc1	-0.6	-0.2	-0.8	-13.4	-2.0	-15.6	-0.8	-4.9	1.5	-3.4
C=CCNCc1ccc(C(=O)NCCCCCCC)cc1[N+](=O)[O-]	-1.3	-7.3	-6.7	1.4	1.4	-5.4	-9.0	-20.4	-1.3	-5.2
O=C(NCCS(=O)(=O)N1CCN(c2ccc(F)cc2)CC1)C1CC(=O)N(c2ccccc2)C1 (configuration not stated)	2.0	6.7	-1.5	-10.4	0.5	-1.2	-8.9	5.8	-0.4	2.8
CCOC(CNC(=O)Cn1nc(C)c2ccccc21)OCC	-1.9	0.3	-0.7	-11.3	-4.8	6.2	-3.9	0.6	-1.4	-10.7
CC(C)(C)OC(=O)NC(Cc1ccccc1)C(=O)NC(CSC1CCCCO1)C(=O)NN (configuration not stated)	-0.9	-3.4	-0.3	-3.1	-0.8	-31.4	-0.8	-1.7	0.6	2.7
COc1ccc(CNc2nc(-c3cccnc3)nn2C(C)=O)cc1	-0.5	-3.4	1.0	2.5	-4.3	2.8	-2.8	12.5	-0.3	-20.8
CC(C)CC(C(=O)NC1CCCCC1)N(Cc1ccccc1)C(=O)c1snc(C(N)=O)c1N (configuration not stated)	-1.3	-3.6	-11.5	-7.3	-0.4	-19.8	5.8	-11.2	-21.3	5.9
NC(=O)CSc1nc2sc3c(c2c2ncnn12)CCCC3	-3.0	4.4	-7.2	2.3	-0.5	0.2	1.4	-4.8	7.1	13.7
O=C(Cc1cccs1)Nc1ccon1	-1.4	3.6	4.7	-1.0	2.3	4.3	4.4	-5.2	2.2	2.6
CCOC(=O)C1=C(C)NC(C)=C(C(=O)OC)C1c1ccco1 (configuration not stated)	0.3	-4.3	-1.9	-0.3	-6.6	0.9	0.5	1.1	-3.4	11.6
CC1CCCCC1NC(=O)c1ccc2c(c1)[nH]c(=O)n2C1CCCC1 (configuration not stated)	-1.5	5.4	2.2	-1.6	2.8	-4.6	-2.3	-3.9	1.7	-0.3
Cc1cccc(C)c1NC(=O)c1cccc(C(=O)Nc2c(C)cccc2C)n1	-2.4	-3.7	1.3	-2.7	-1.8	-7.4	0.8	-11.1	-1.4	7.2
CCOC(=O)c1c(C)[nH]c(C)c1C(=O)COC(=O)CSc1ccc(C)cc1	-0.5	-0.1	-2.5	-11.2	0.1	-34.2	-0.1	-4.0	-3.1	14.8
CCCCOC(=O)C1=C(C)NC2=C(C(=O)CCC2)C1c1cc(OC)ccc1OC (configuration not stated)	-0.1	-0.3	-20.1	0.9	-0.9	2.5	-1.9	-3.4	-28.4	8.7
CC(=O)/C(C#N)=C1\NC(=O)C(Cc2ccc(C)c(Cl)c2)S1 (configuration not stated)	-0.1	34.2	0.1	-4.0	0.8	-6.2	5.0	-1.5	-3.1	-13.4
Cc1cc(N2CCN(C(c3ccccc3)c3ccccc3)CC2)n2ncnc2n1	1.3	-3.6	-8.2	-4.3	-2.2	-16.4	-6.2	14.6	-11.0	-4.3
N#C/C(=C\c1ccc(N2CCOCC2)o1)C(=O)Nc1ccc(O)cc1	-25.9	-87.8	-6.1	-0.5	2.1	·	43.7*	-6.9	-9.8	-5.0
Cc1cccnc1NC(=O)Cn1nc(C)c([N+](=O)[O-])c1C	-0.6	0.2	1.6	-2.7	2.1	5.5	5.2	-5.3	-0.6	-6.5
Next section:
SMILES	PG9 Ab binder	rCAG RNA binder	NPR2 activator	mABHD4 FP	SMARCA2 act	HTRA1 inhibitor	NR1D1 modulator	ARFGAP1 inhibitor	NPR1 activator	ASAP1 inh
O=C1c2oc3ccc(F)cc3c(=O)c2C(c2ccccc2)N1CC1CCCO1 (configuration not stated)	-1.6	1.6	-4.9	3.2	1.1	3.2	3.6	4.3	-3.0	2.4
O=C(NCCCn1ccnc1)c1ccc(COc2ccccc2)o1	1.5	-3.4	4.7	2.5	-3.3	4.6	-3.1	-7.4	2.7	-4.9
Cc1cc(Br)c(NC(=O)CCNC(=O)OCc2ccccc2)cc1C	1.7	-5.0	-6.2	-2.8	-3.8	-5.5	-3.2	-6.3	-3.1	10.8
CC(C)Sc1nc(NCc2ccco2)c2c3c(sc2n1)COC(C)(C)C3	0.5	12.6	-9.8	0.3	4.2	-32.4	-2.8	-5.0	5.2	11.9
CC1(C)Cc2c(cnn2-c2ccc(F)cc2)C(NC(=O)CCCN2CCCCC2=O)C1 (configuration not stated)	-0.1	-6.2	-1.5	-2.0	1.8	1.3	7.9	2.8	-1.5	-4.2
Cc1cc(C)n2nc(C(=O)OCCOc3ccc(F)cc3)nc2n1	-0.3	-3.3	-3.3	1.1	0.5	-4.3	-3.3	3.6	3.5	-2.2
CN(C)C(=O)c1cccc(-c2cnc3c(NC=O)cc(-c4ccccc4N(C)C)cn23)c1	-4.6	-74.6	-5.1	74.1*	-2.2	·	18.2	8.0	7.8	23.1
CN(C)S(=O)(=O)c1ccc(Cl)c(NC(=O)CN2CCCCCC2)c1	-0.1	-5.9	-7.4	1.1	-0.9	-4.2	-5.1	0.2	0.1	-7.3
CN(C)c1cccc(C(=O)Nc2nnc(Cc3ccccc3)s2)c1	2.3	8.3	-1.5	10.3	0.3	-4.1	1.8	1.5	2.6	-3.9
Nc1nc(N2CCN(c3cccc(Cl)c3)CC2)n[nH]1	-0.1	0.9	2.3	5.7	-5.3	6.1	-8.0	5.6	-4.2	-0.1
COc1ccc(COC(=O)C2=C(C)NC(=O)NC2c2cccc(OC)c2OC)cc1 (configuration not stated)	-1.4	-8.4	-0.8	-4.5	-0.9	5.5	-0.1	-0.1	-2.0	2.5
O=C(CSc1nnnn1-c1ccc(F)cc1)NC1CCCCC1	2.1	-4.7	-3.4	-12.4	-2.7	-0.9	1.7	6.2	5.2	-4.3
O=C(CCC(=O)c1ccccc1)NCCOc1ccccc1	-0.8	-3.7	1.4	0.9	4.2	5.9	-1.2	-2.3	1.4	11.3
COC(=O)CC1=NC(=O)CS1	0.1	0.0	2.9	3.8	1.0	1.1	-1.2	-0.5	0.2	-6.8
NS(=O)(=O)c1ccc(CCNCC(=O)NC2CC2)cc1	1.0	4.8	-2.1	4.3	-2.0	6.5	5.1	-5.1	2.6	-1.0
C/C=C/c1ccc(OCCCCN2C(=O)NC(C)(C)C2=O)c(OC)c1	-2.3	-3.8	0.4	-2.5	-1.6	-5.0	2.0	-5.5	1.1	6.0
CCC1CCCCN1C(=O)CNCC1CCCO1 (configuration not stated)	1.5	-3.8	-2.8	5.1	-2.1	3.2	3.5	-7.9	-2.5	-0.5
COc1ccc(Nc2nnc(C)c(=O)[nH]2)c(OC)c1	0.5	-0.5	-1.6	-5.7	-2.2	-6.4	-1.5	11.5	2.0	-2.8
O=C(N/N=C/c1ccccc1[N+](=O)[O-])c1ccc2c(c1)OCCO2	-0.9	-0.2	2.4	8.9	5.0	-5.6	2.9	8.8	-1.1	13.5
CC12CCC(C(=O)N(NC(=O)c3cc(Cl)ccc3O)C1=O)C2(C)C (configuration not stated)	1.8	7.0	-5.5	8.1	2.5	2.8	-7.6	-10.7	6.1	-10.5
COc1ccc(OCCCC(=O)Nc2cccc(S(=O)(=O)N3CCCCCC3)c2)cc1	-0.4	3.4	-1.0	-14.3	-3.3	-17.4	-6.1	0.5	-1.4	5.8
O=C(CCc1ccccc1)N/N=C\c1cc2c(cc1Br)OCO2	-0.8	-1.9	0.7	-5.8	-0.5	-19.5	3.1	1.5	-1.7	1.1
COc1ccc(CCN2CC(C(=O)Nc3ccc4c(c3)OCO4)CC2=O)cc1OC (configuration not stated)	0.6	-0.3	1.6	1.5	-4.4	0.1	-2.0	4.5	0.8	0.8
CC(NC(=O)C1CCCC1)C1CC2CCC1C2 (configuration not stated)	-1.8	-2.6	3.9	3.7	-1.4	1.3	5.5	4.9	0.6	-1.8
O=C(Nc1nc(-c2ccc([N+](=O)[O-])cc2)cs1)C1=COCCO1	-1.0	8.8	2.8	-13.6	2.5	-20.1	-7.3	10.5	-2.5	-0.5

Pulled one by one from above (2):
SMILES	PG9 Ab binder	rCAG RNA binder	NPR2 activator	mABHD4 FP	SMARCA2 act	HTRA1 inhibitor	NR1D1 modulator	ARFGAP1 inhibitor	NPR1 activator	ASAP1 inh
CC1(C)Cc2c(cnn2-c2ccc(F)cc2)C(NC(=O)CCCN2CCCCC2=O)C1 (configuration not stated)	-0.1	-6.2	-1.5	-2.0	1.8	1.3	7.9	2.8	-1.5	-4.2
O=C(CCc1ccccc1)N/N=C\c1cc2c(cc1Br)OCO2	-0.8	-1.9	0.7	-5.8	-0.5	-19.5	3.1	1.5	-1.7	1.1

Molecules above that have fluorine, in the order listed:
SMILES	PG9 Ab binder	rCAG RNA binder	NPR2 activator	mABHD4 FP	SMARCA2 act	HTRA1 inhibitor	NR1D1 modulator	ARFGAP1 inhibitor	NPR1 activator	ASAP1 inh
Cc1c(C(=O)NCC(C)C)sc2nc(-c3ccc(F)cc3)cn12	-1.1	-0.8	14.8	-10.9	1.4	-12.6	1.9	5.3	13.5	9.9
O=C(NCCS(=O)(=O)N1CCN(c2ccc(F)cc2)CC1)C1CC(=O)N(c2ccccc2)C1 (configuration not stated)	2.0	6.7	-1.5	-10.4	0.5	-1.2	-8.9	5.8	-0.4	2.8
O=C1c2oc3ccc(F)cc3c(=O)c2C(c2ccccc2)N1CC1CCCO1 (configuration not stated)	-1.6	1.6	-4.9	3.2	1.1	3.2	3.6	4.3	-3.0	2.4
CC1(C)Cc2c(cnn2-c2ccc(F)cc2)C(NC(=O)CCCN2CCCCC2=O)C1 (configuration not stated)	-0.1	-6.2	-1.5	-2.0	1.8	1.3	7.9	2.8	-1.5	-4.2
Cc1cc(C)n2nc(C(=O)OCCOc3ccc(F)cc3)nc2n1	-0.3	-3.3	-3.3	1.1	0.5	-4.3	-3.3	3.6	3.5	-2.2
O=C(CSc1nnnn1-c1ccc(F)cc1)NC1CCCCC1	2.1	-4.7	-3.4	-12.4	-2.7	-0.9	1.7	6.2	5.2	-4.3

Screens as filed in PubChem.
